# FXIa inh: factor XIa (human) inhibition; P03951; purified FXIa, Boc-Glu-Ala-Arg-AMC fluorogenic substrate; inhibition, % at 5 µM; 220,000 tested, 0.14% active;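 active means inhibition of at least 40%; inactive means inhibition below 40%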;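 further: fluorescence of freed AMC excited at 355 nm; 0% = enzyme without compound and 100% = no enzyme blank; many of its hits are not listed in these tables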
# Target sequence (P03951 19-387 limits assumed): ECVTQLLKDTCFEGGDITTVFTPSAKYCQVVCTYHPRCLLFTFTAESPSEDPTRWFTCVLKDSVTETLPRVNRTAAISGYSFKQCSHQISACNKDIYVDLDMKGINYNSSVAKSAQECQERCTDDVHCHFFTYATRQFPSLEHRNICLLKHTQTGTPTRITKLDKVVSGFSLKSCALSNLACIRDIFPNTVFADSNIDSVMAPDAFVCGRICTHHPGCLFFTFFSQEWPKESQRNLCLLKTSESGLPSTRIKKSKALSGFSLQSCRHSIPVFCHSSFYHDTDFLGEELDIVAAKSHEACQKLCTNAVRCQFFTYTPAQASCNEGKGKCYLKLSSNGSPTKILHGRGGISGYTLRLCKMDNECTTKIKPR
# Target sequence (P03951 388-625 limits assumed): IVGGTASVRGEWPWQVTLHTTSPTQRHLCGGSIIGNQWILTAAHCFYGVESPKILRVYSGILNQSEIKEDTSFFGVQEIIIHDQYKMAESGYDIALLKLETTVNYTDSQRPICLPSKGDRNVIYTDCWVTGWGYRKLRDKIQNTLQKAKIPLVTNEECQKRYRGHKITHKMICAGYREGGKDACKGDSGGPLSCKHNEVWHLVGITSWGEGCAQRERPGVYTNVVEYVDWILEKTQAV
# KLK5 inh: inhibitors of human kallikrein 5; recombinant hK5, fluorogenic AMC substrate cleavage; inhibition, % at 5 µM; 210,000 tested, 0.59% active; AID 873;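 active means inhibition of 40% or more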;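 further: 0% = enzyme controls without compound and 100% = no-enzyme blanks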
# FXIIa inh: blocks human coagulation factor XIIa protease activity. inhibition, % at 5 µM. purified FXIIa, Boc-QGR-AMC fluorogenic substrate, 2 h. AID 800. 220,000 tested, 0.3% active. P00748; in the data active means inhibition above about 40%;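 further: 0% = enzyme with no compound and 100% = blank without enzyme; many of its hits are not listed in these tables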
# Cl transport mod: modulates chloride dependent transport by human KCC2 | Q9H2X9 | KCC2 cells, thallium flux FluoZin-2 fluorescence | B-score of Tl+ flux slope (higher = more flux/activation; lower = inhibition) at 10 µM | 190,000 tested, 2.2% active | AID 1456;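 active means thallium flux slope and its plate-corrected score both differing from the plate sample mean at a set confidence after two filtering rounds, in either direction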;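 further: slope of fluorescence scaled to starting intensity during 10 to 20 s after thallium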
# PERK inh: inhibitors of human PERK kinase; inhibition, % at 5.6 µM; Q9NZJ5; CHO PERK-DD fusion, SEAP luminescence translation reporter; 220,000 tested, 0.17% active;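 active means inhibition above the mean inhibition of all tested compounds plus 3 SD, set separately per screening campaign, cut at about 2.9% in these data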;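 further: PERK kinase domain activated by AP20187 dimerizer at 100 nM; 0% = DMSO with dimerizer and 100% = rapamycin at 8.4 µM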
# Thrombin inh: blocks human thrombin protease activity | P00734 | alpha-thrombin, Boc-VPR-AMC fluorogenic substrate cleavage | inhibition, % at 5 µM | 220,000 tested, 0.26% active | AID 1046;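 active means inhibition at or above 40%; inactive means inhibition below 40%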;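 further: 0% = enzyme with no compound and 100% = wells without enzyme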
#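 Material: human alpha-thrombin enzyme / Medium: pH 7.5 Tris (50 mM) with NaCl 150 mM, Tween 20 0.05% / Compound: single-point dosing at 5 µM, 0.2% DMSO / Incubation: enzyme reaction carried out at room temperature / Detection: AMC fluorescence, 355/460 nm / Read-out basis: percent inhibition scaled between no-compound controls and no-enzyme blanks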
# Rad51 HR inh: Rad51 (human) homologous recombination inhibition. Q06609. hRad51 DNA strand exchange, fluorescence dequenching. inhibition, % at 10 µM. 200,000 tested, 0.085% active;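 active means inhibition above 40% at the single screening dose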;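 further: 0% = DMSO control wells and 100% = blanks with heterologous ssDNA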
# Target sequence (Q06609 whole entry, looked up): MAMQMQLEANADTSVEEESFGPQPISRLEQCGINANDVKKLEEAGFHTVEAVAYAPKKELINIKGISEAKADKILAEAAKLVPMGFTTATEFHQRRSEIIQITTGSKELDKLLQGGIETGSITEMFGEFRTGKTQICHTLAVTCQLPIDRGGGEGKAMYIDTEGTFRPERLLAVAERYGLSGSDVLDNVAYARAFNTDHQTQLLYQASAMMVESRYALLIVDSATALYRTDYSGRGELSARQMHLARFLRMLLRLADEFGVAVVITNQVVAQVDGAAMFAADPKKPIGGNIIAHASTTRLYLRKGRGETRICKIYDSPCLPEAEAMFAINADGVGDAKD
#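 Read-out basis: percent inhibition relative to plate controls and blanks / Assay system: human Rad51 nucleoprotein filaments preassembled on unlabelled ssDNA / Timing: filaments 15 min 37 °C, then compound 30 min / Control set: per-plate controls and blanks / Technique: fluorescence dequenching at 485/520 nm / Compound: 10 µM final, single point / Also added: Fluorescein- and BHQ1-tagged 47-mer duplex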
# m-calpain inh: inhibitors of pig calpain II; purified calpain II, fluorogenic peptide substrate, 30 min; inhibition, % at 16 µM; 220,000 tested, 0.37% active;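 active means inhibition above about 50%, limit read from the data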
# Furin inhibitor: blocks human furin protease activity; purified furin, fluorogenic substrate cleavage; AID 463115; P09958; 220,000 tested, 0.061% active; inhibition, % at 30 µM; in the data active means inhibition above about 25%; further: inactives centre near -15
# * hit, by the source's call; i = inactive; . = no result given; [ ] = another dose, or the depositor's remark. Some of the compounds tested; rates above refer to the full screens.
# The opening 14 entries, ahead of the listing:
FXIa inh	KLK5 inh	FXIIa inh	Cl transport mod	PERK inh	Thrombin inh	Rad51 HR inh	m-calpain inh	Furin inhibitor	mol
9	4	3	.	0.9	3	5	-18	-16[20 µM]	CC(=O)Nc1ccccc1-c1nc2ccccc2nc1OCC(=O)c1ccc(Br)cc1
1	6	6	1.2	1.2	4	-3	0	-16	COCCn1c(SCC(=O)Nc2ccc3[nH]c(=O)[nH]c3c2)nc2ccccc2c1=O
-1	-6	9	0.078	-0.4	-3	12	-26	-27	CSc1nnc(CNS(=O)(=O)c2ccc(Cl)cc2)n1C
-1	-6	21	.	1.4	0	-10	-73	-12[20 µM]	CN(C)c1nc2c(c(N)nn2-c2ccc(Cl)cc2)c(=O)o1
8	0	6	15*	1.3	-3	-1	0	-14	CCOC(=O)NC(=S)Nc1ccc(OC)cc1
-9	-20	-2	0.4	0.0	-9	6	13	-9[20 µM]	O=C(c1ccco1)N1CCN(C(=O)c2cnn3c2NC(c2cccs2)CC3C(F)(F)F)CC1 (stereo unspecified)
7	4	15	0.36	0.6	2	-4	25	-9[20 µM]	O=C(CC12CC3CC(CC(C3)C1)C2)Nc1ccc2c(c1)COC2=O
-5	-6	5	0.86	0.7	-6	-5	22	-32[20 µM]	COc1nn(CC(=O)N2N=C(C(F)F)CC2(O)C(F)F)cc1[N+](=O)[O-] (stereo unspecified)
-2	-24	-4	-0.17	-0.3	-3	3	-16	-14	O=C1CN(C(=O)CNC(=O)c2ccccc2Cl)c2ccccc2N1
5	-9	11	1.3	-0.6	-4	-10	32	-21[20 µM]	Cc1csc(SCC(=O)c2c(N)n(CC(C)C)c(=O)n(C)c2=O)n1
7	-18	9	1.5	0.2	1	.	-132	-15	CC1CCN(S(=O)(=O)c2ccc(C(=O)Nc3ccccc3-c3nc4ccccc4[nH]3)cc2)CC1
-5	2	-5	.	-0.3	-2	0	-87	-16	COc1ccc(/C=N/NC(=O)c2ccn[nH]2)cc1COc1ccc(Cl)cc1Cl
2	7	11	1.3	0.6	3	9	28	1	C=CCNc1sc(C(=O)C2CC2)c(N)c1C#N
-1	-3	4	0.13	0.5	-15	1	-21	-7	Cc1cc(C)c(S(=O)(=O)N(C)CC(=O)NCc2ccncc2)c(C)c1

# The listing, from the start:
FXIa inh	KLK5 inh	FXIIa inh	Cl transport mod	PERK inh	Thrombin inh	Rad51 HR inh	m-calpain inh	Furin inhibitor	mol
9	4	3	.	0.9	3	5	-18	-16[20 µM]	CC(=O)Nc1ccccc1-c1nc2ccccc2nc1OCC(=O)c1ccc(Br)cc1
1	6	6	1.2	1.2	4	-3	0	-16	COCCn1c(SCC(=O)Nc2ccc3[nH]c(=O)[nH]c3c2)nc2ccccc2c1=O
-1	-6	9	0.078	-0.4	-3	12	-26	-27	CSc1nnc(CNS(=O)(=O)c2ccc(Cl)cc2)n1C
-1	-6	21	.	1.4	0	-10	-73	-12[20 µM]	CN(C)c1nc2c(c(N)nn2-c2ccc(Cl)cc2)c(=O)o1
8	0	6	15*	1.3	-3	-1	0	-14	CCOC(=O)NC(=S)Nc1ccc(OC)cc1
-9	-20	-2	0.4	0.0	-9	6	13	-9[20 µM]	O=C(c1ccco1)N1CCN(C(=O)c2cnn3c2NC(c2cccs2)CC3C(F)(F)F)CC1 (stereo unspecified)
7	4	15	0.36	0.6	2	-4	25	-9[20 µM]	O=C(CC12CC3CC(CC(C3)C1)C2)Nc1ccc2c(c1)COC2=O
-5	-6	5	0.86	0.7	-6	-5	22	-32[20 µM]	COc1nn(CC(=O)N2N=C(C(F)F)CC2(O)C(F)F)cc1[N+](=O)[O-] (stereo unspecified)
-2	-24	-4	-0.17	-0.3	-3	3	-16	-14	O=C1CN(C(=O)CNC(=O)c2ccccc2Cl)c2ccccc2N1
5	-9	11	1.3	-0.6	-4	-10	32	-21[20 µM]	Cc1csc(SCC(=O)c2c(N)n(CC(C)C)c(=O)n(C)c2=O)n1
7	-18	9	1.5	0.2	1	.	-132	-15	CC1CCN(S(=O)(=O)c2ccc(C(=O)Nc3ccccc3-c3nc4ccccc4[nH]3)cc2)CC1
-5	2	-5	.	-0.3	-2	0	-87	-16	COc1ccc(/C=N/NC(=O)c2ccn[nH]2)cc1COc1ccc(Cl)cc1Cl
2	7	11	1.3	0.6	3	9	28	1	C=CCNc1sc(C(=O)C2CC2)c(N)c1C#N
-1	-3	4	0.13	0.5	-15	1	-21	-7	Cc1cc(C)c(S(=O)(=O)N(C)CC(=O)NCc2ccncc2)c(C)c1
9	-11	15	-1.8	-0.3	-1	5	-4	-10	Cc1ccc2nc3c(c(Nc4ccc5c(c4)OCCO5)c2c1)CCC3
-7	-9	13	-0.6	-1.1	3	.	20	-12[20 µM]	c1cncc(-c2nc(NCC3COc4ccccc4O3)c3ccccc3n2)c1 (stereo unspecified)
-4	-3	8	1.3	-0.3	10	-3	16	-28	Cc1cc(NC(=O)c2cccc(COc3ccc(Br)cc3)c2)no1
9	-4	-3	0.078	-0.1	-2	1	-8	-7	Cc1cc(N2CCN(c3nnnn3-c3ccccc3)CC2)n2ncnc2n1
3	2	10	-0.72	.	1	-3	-35	-35	NC(=O)CC(NC(=O)Cc1cccc2ccccc12)c1ccc(N2CCC(Br)CC2)c([N+](=O)[O-])c1 (stereo unspecified)
3	-2	10	-0.38	-0.9	3	-3	20	-10	CN1CCN(c2ccccc2NC(=O)C(Cc2ccccc2)n2cccc2)CC1 (stereo unspecified)
-2	0	11	.	1.0	1	-3	-45	-21[20 µM]	c1ccc(-c2noc(C3CCCCC3)n2)nc1
-3	-7	2	-1.7	-0.4	-12	-2	-112	-23	COC(=O)c1nc(N)sc1-c1ccc(Cl)cc1
4	-11	8	-0.3	0.8	1	0	-14	-15	O=C(O)c1cccc(S(=O)(=O)Nc2ccc3c(c2)OCO3)c1
-2	1	4	1.6	1.9	-4	-3	9	-15	Cc1cc(=O)n2c(n1)NC(Nc1cccc(C)c1C)=NC2c1ccccc1 (stereo unspecified)
0	-5	6	-0.038	-1.0	3	-6	-97	-16	O=C(NC(Cc1c[nH]c2ccccc12)C(=O)N/N=C/c1ccc(Cl)cc1)c1cccs1 (stereo unspecified)
3	5	17	.	3.4*	9	3	14	0	COC(=O)C(NC(C)=O)(Nc1ccc(C)cn1)C(F)(F)F (stereo unspecified)
-1	-13	19	.	0.2	-10	1	-29	-15	O=S(=O)(c1ccccc1)c1cccc(S(=O)(=O)N2CCCCC2)c1
1	-3	5	0.46	-0.6	-2	-3	-10	-17	COC(=O)c1cc(Br)c(=O)n(Cc2ccc(C(=O)O)cc2)c1
-1	1	11	-0.18	0.6	-1	3	-16	-32	CC(C(=O)NN)c1ccc([N+](=O)[O-])cc1 (stereo unspecified)
2	0	6	1.7	0.7	3	.	-11	-9[20 µM]	CC(O)c1n(C)c(Cl)c[n+]1C (stereo unspecified)
-3	-26	8	0.77	1.1	-4	4	-5	-13	CN(C)CCNC(=O)Cc1ccc([N+](=O)[O-])cc1
-2	-4	3	-1.1	0.0	-2	-1	-17	-18	COCc1cc(C)nc2sc(C(=O)N3CCN(c4ccccc4)CC3)c(N)c12
1	-3	15	-0.85	0.1	-7	0	-12	-11	COc1cccc(CNn2cnnc2)c1OCc1ccc(F)cc1
-8	-8	3	-0.2	0.3	-12	-4	19	-2	Cc1ccc(CSCCNS(=O)(=O)c2ccc(C)cc2)cc1
-5	-15	13	-0.35	0.3	7	-8	-71	-12	O=C1CN(C(=O)CCCc2c[nH]c3ccccc23)c2ccccc2N1
-5	-3	2	5.2*	0.6	-11	0	-7	-10	Fc1cccc(F)c1/C=N/NC(=S)Nc1cccnc1
5	3	4	-1.8	-1.2	1	-3	3	-3[20 µM]	NC(=O)C(c1ccc(Cl)cc1Cl)c1ncc(C(F)(F)F)cc1Cl (stereo unspecified)
-9	8	-10	-0.1	0.5	-3	-11	8	-10[20 µM]	CC1CCN(C(=O)CN(c2ccc3c(c2)OCO3)S(C)(=O)=O)CC1
-4	-1	-3	.	-0.5	1	-5	5	-20	Cc1ccc(CS(=O)(=O)CCC(=O)NCc2ccc3c(c2)OCO3)cc1
2	-15	-12	0.28	0.8	-3	-8	3	-5[20 µM]	CSC(=NNC(=O)c1ccccc1O)SC
-3	3	3	-1.3	2.5	3	-2	0	-16	CCS(=O)(=O)N1CCCC(C(=O)c2ccc(OC)cc2C)C1 (stereo unspecified)
7	-5	18	-2.3	-0.6	3	-3	-23	-12	CCc1cc2c(N3CCN(c4nnc(CC)s4)CC3)ncnc2s1
0	-9	16	-1.2	-0.1	0	-6	-11	-18	Cc1ccccc1Nc1nc(N)nc(CSc2nc3ccccc3c(=O)n2CCCO)n1
7	-8	16	-0.034	0.5	-2	-2	-27	-18	Cc1cccc(CC(=O)Nc2cc(C)c3c(=O)oc4ccccc4c3n2)c1
2	-1	10	-0.052	-0.8	-5	-3	-23	-14	Cc1ccc2cc(CN(Cc3ccco3)S(=O)(=O)c3c(C)ccc4nsnc34)c(=O)[nH]c2c1
1	3	11	1	0.9	-6	1	-15	-16	CCOC(=O)N1CCN(c2cc(=O)n(-c3ccccc3C)c(=O)[nH]2)CC1
-5	-12	4	-0.00018	0.4	-8	-4	-17	-16	COc1cc(/C(C)=N/NC(=O)Cc2c(C)[nH][nH]c2=O)ccc1O
1	-6	-2	0.047	1.1	-3	-8	23	-25	CSc1ccc(CN(C)CC(=O)Nc2cccc(Br)c2)cc1
3	-15	5	-0.0082	0.4	5	1	6	-21	CCCn1c(SCC(=O)Nc2nc3c(s2)CCCC3)nc2c1c(=O)n(C)c(=O)n2C
3	-20	2	0.48	-1.2	-8	0	4	-9	COc1cc2c(cc1OC)CN(c1nc(CN3CCCCC3)nc3sc4c(c13)CCCC4)CC2
8	-8	16	1.5	0.6	-3	-5	-8	-19[20 µM]	c1ccc(CNc2nnnn2-c2ccccc2)cc1
-4	-71	-16	0.11	-0.8	2	5	i	-82	N#Cc1nc(-c2cccs2)oc1NCc1ccc2c(c1)OCO2
-12	12	12	0.022	-0.4	4	1	-13	-16[20 µM]	COC(=O)[C@H](CC(C)C)NC(=O)N1CCN(c2cccc(C(F)(F)F)c2)CC1
-4	-3	2	-0.044	0.2	-12	-5	-27	-23	COC(=O)[C@@H]1CCCN1Cc1nc(Cc2ccc(OC)c(OC)c2)no1
4	-2	14	0.41	-0.2	5	-1	-12	-11[20 µM]	COc1ccccc1N1CCN(S(=O)(=O)c2c(C)ccc3nsnc23)CC1
-5	0	5	0.38	0.7	-7	1	-71	-24	COc1ccc(F)cc1C(=O)C1CCCN(Cc2c(C)n(C)n(-c3ccccc3)c2=O)C1 (stereo unspecified)
7	-6	5	-0.24	-0.8	-1	.	12	-5	O=C(Cc1ccccc1)Nc1ccc(NC(=O)c2cccs2)c(Cl)c1
8	-11	10	0.39	0.0	1	.	4	-22	Cn1ccnc1SCC(=O)Nc1cc(S(=O)(=O)N2CCOCC2)ccc1Cl
-7	-7	0	-0.5	-0.2	-11	0	-21	-20	CC(CCn1cccn1)NC(=O)CCc1nnc(CCc2ccccc2)o1 (stereo unspecified)

# Source: PubChem BioAssay
